HSP90 refold inh = blocks HSP90-mediated luciferase refolding in reticulocyte lysate; inhibition, % at 5.6 µM; hit rate 0.91% among 290,000; Rabbit reticulocyte lysate, luciferase refolding luminescence, 3 h;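 active means inhibition above the screen-wide mean plus 3 SD, computed separately per campaign, cut at about 16% in these data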;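 further: 0% = DMSO wells and 100% = 60 µM geldanamycin wells; inhibitors lower the luminescence because luciferase stays unfolded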
aSyn UTR inh = 5' untranslated region of α-synuclein, MLPCN primary screen; alpha-synuclein 5'UTR reporter, inhibitor activity; inhibition, % (tested at 7.5 µM); hit rate 0.82% among 300,000; in the data active means inhibition above about 60%; inconclusive means no clear call, values can overlap the other calls;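 further: H4 neuroglioblastoma cells stably carrying SNCA 5'UTR luciferase fusion; 0% = DMSO wells and 100% = positive control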
HIF activator = HIF pathway transcriptional activation | AID 1910 | activation, % at 7.5 µM (by protocol) | U2OS HRE-luciferase reporter, luminescence; normalized: DMSO 0%, desferrioxamine 100% | hit rate 0.32% among 300,000;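 active means mean activation of at least 10% of the iron chelator positive control signal, with at least half of replicates also reaching 10%; inconclusive means mean and replicate majority disagree about reaching 10%; inactive means mean and most replicates under 10%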
IEC-6 tox = IEC-6 cytotoxicity, counter-screen for KLF5 inhibitors; inhibition, % at 5 µM; hit rate 0.78% among 290,000; luminescence viability; in the data active means inhibition above about 22%;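 further: 0% = plate median of test compound wells and 100% = cytotoxic reference compound wells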
HSF-1 act = increases HSF-1 driven luciferase reporter signal; NIH3T3-HGL HSF-1 luciferase reporter, MG132, 8 h; 100% = twice DMSO control signal; activation, % at 9 µM; hit rate 1.7% among 300,000;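 active means mean replicate activation of at least 50% with a set share of replicates each reaching 50%; inconclusive means only one of those two conditions met; inactive means mean below 50% and too few replicates reaching it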;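 further: 0% = median of the neutral control wells and 100% = twice that signal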
HSF1 inh = HSF1 inhibition | NIH3T3-HGL HSE-luciferase, MG132-induced, luminescence 8 h; active compounds read low | activity change, negative = inhibition, % at 7.5 µM (by protocol) | hit rate 0.77% among 300,000;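 active means more than half of replicate wells show activity change below -50%, luminescence cut by over half; inconclusive means some wells, but at most half, below -50%; inactive means no replicate well below -50%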;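 further: luciferase reports HSF-1 transcriptional activity via heat shock element; 0% = median of DMSO wells and -100% = zero luminescence signal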
HDAC3 inh = human HDAC3 inhibition; recombinant HDAC3, fluorogenic peptide/trypsin coupled, fluorescence; inhibition, % at 8.3 µM; hit rate 0.15% among 320,000; AID 2718; in the data active means inhibition above about 26%, passing the limit was not always enough; inconclusive means no clear call, values can overlap the other calls
Target sequence (O15379 whole entry, looked up): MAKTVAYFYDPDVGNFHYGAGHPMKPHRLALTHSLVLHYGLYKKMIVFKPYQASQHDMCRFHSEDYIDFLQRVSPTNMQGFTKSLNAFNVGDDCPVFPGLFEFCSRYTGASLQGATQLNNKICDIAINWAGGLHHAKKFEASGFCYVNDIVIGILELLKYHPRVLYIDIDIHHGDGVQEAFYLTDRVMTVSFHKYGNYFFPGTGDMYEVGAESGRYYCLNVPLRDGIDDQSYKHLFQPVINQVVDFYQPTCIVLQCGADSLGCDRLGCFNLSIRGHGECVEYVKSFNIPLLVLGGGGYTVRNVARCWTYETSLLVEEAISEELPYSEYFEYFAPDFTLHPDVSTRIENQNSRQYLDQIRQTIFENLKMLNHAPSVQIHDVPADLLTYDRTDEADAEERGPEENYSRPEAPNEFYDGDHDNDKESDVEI
KLF5 inhibitor = inhibitors of KLF5 expression. DLD-1 KLF5 promoter-luciferase reporter, luminescence. inhibition, % at 5 µM. hit rate 0.23% among 290,000. AID 1700;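 active means inhibition above a per-plate limit of that plate's mean compound inhibition plus 3 SD, cut at about 60% in these data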;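 further: 0% = DMSO wells and 100% = LY294002 at 200 µM; higher means less KLF5 promoter-driven luciferase light; inactives centre near -14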
Platelet DG rel = platelet dense granule release activity | human platelet-rich plasma, SFLLRN dense granule ATP release, luminescence | inhibition, %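 (compounds screened at 7.5 µM in platelet-rich plasma)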 | hit rate 0.22% among 300,000 | AID 1663;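 active means mean replicate score, as percent of positive control, at or above 50; inconclusive means mean below 50 but at least one replicate at or above 50; inactive means mean and every replicate below 50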
AI-2 QS modul = modulators of Vibrio harveyi AI-2 quorum sensing system; Vibrio harveyi JMH597 AI-2 luminescence/OD600 ratio, 9 h; active compounds read low; strain lacks LuxN and CqsS sensors; 0 = neutral-control median; activity change, % at 7.5 µM; hit rate 0.4% among 300,000; in the data active means activity change below about -75%, passing the limit was not always enough; inconclusive means no clear call, values can overlap the other calls;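 further: luminescence divided by OD600 gain over 9 h not by final OD600 alone; inactives centre near 13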
The depositor's hits bear a star; ? = inconclusive; . = not tested or not shown. The order is random, and some 5% of all compounds hit somewhere here.

SMILES | HSP90 refold inh | aSyn UTR inh | HIF activator | IEC-6 tox | HSF-1 act | HSF1 inh | HDAC3 inh | KLF5 inhibitor | Platelet DG rel | AI-2 QS modul
COc1ccc2c(c1)c(=O)oc1cc(OCC(=O)NC3CC3)ccc12 | 0 | -23 | -0.3 | 0 | 13 | -1 | 6 | 21 | 7 | -8
COc1ccc(-n2c(SCCC(=O)O)nnc2-c2ccncc2)cc1 | -2 | 21 | 0.1 | -2 | -5 | -3 | 3 | -7 | -14 | 20
CC(=O)N1CC(C)Sc2ccc(S(=O)(=O)NC3CCCCC3)cc21 (stereo not drawn) | -2 | 11 | -0.2 | 1 | 41 | 5 | 3 | -25 | 3 | 11
C=CCC(=O)NC1CC(C)(C)Cc2c1cnn2-c1ccccc1C (stereo not drawn) | -1 | 6 | 0.0 | 0 | -7 | 1 | 1 | -9 | -4 | 14
O=[N+]([O-])c1cc(C(F)(F)F)ccc1NCCCCNS(=O)(=O)c1ccc2ccccc2c1 | 0 | 26 | -0.4 | 5 | 3 | 9 | 6 | -21 | 9 | 10
CCOc1ccc(S(=O)(=O)N2CCC(C(=O)N3CCN(c4ccccc4)CC3)CC2)cc1 | 1 | 45 | -1.1 | -1 | 0 | 0 | -3 | -9 | 2 | 30
Cc1ccc(NC(=O)[C@@H]2CCC(=O)N2C2OC(=O)c3ccccc32)cc1Cl (stereo partly drawn) | 0 | -3 | -0.2 | -5 | 1 | 3 | 0 | -10 | -1 | 8
Cc1ccc(-n2nc(C)c(NS(=O)(=O)c3ccccc3)c2C)cc1C | 1 | 34 | -0.5 | -4 | 13 | -6 | 0 | 10 | 18 | 8
Cn1c(=O)c2c(nc(CN3CCN(C(c4ccccc4)c4ccccc4)CC3)n2CCCO)n(C)c1=O | 3 | 8 | -1.8 | 2 | 0 | -3 | -2 | -8 | 6 | 5
Cc1onc(-c2c(F)cccc2Cl)c1C(=O)N1CCc2ccccc21 | -1 | -29 | 0.0 | -7 | -13 | -5 | 5 | -33 | 3 | 3
O=C(/C=C/c1c(F)cccc1Cl)Nc1nn[nH]n1 | -4 | 10 | 0.0 | -9 | -3 | -1 | 1 | -5 | -2 | 30
Cn1c(C(=O)NCCCN2CCCCCC2)cc2c(=O)n(C)c3ccccc3c21 | 2 | . | . | 3 | . | . | 8 | -27 | . | .
CCN1CCN(c2ccc(S(=O)(=O)N3CCCCC3)cc2NC(=O)/C=C/c2ccc(OC(F)F)cc2)CC1 | . | -22 | 0.8 | . | 19 | 0 | -1 | . | -19 | 18
Cc1ccc2nc(SCC(=O)NCc3ccco3)nc(=O)n2c1 | . | -12 | 0.3 | . | 2 | 3 | 8 | . | 10 | 15
O=C(O)c1cccc(Oc2ncnc3sc4c(c23)CCCC4)c1 | 0 | -40 | 0.7 | -4 | -12 | -7 | 0 | -13 | -2 | 26
Cc1ccc(/C=N/Nc2nc(N3CCOCC3)nc(N3CCOCC3)n2)o1 | 2 | -3 | -0.6 | -5 | 1 | -6 | 8 | -24 | 2 | 13
O=C(NCCc1ccccc1)C(=O)Nc1nccs1 | -1 | -84 | 0.7 | 16 | 22 | 4 | -5 | -30 | 0 | 23
Cc1ccc(NC(=O)CCNC(=O)c2ccccc2)cc1F | 1 | 3 | 0.1 | 5 | 3 | 13 | 3 | -28 | 1 | 11
CCN(CC)S(=O)(=O)c1ccc(N2CCOCC2)c(NC(=O)COc2ccccc2C#N)c1 | 3 | 1 | -0.2 | -5 | -2 | 1 | -1 | -32 | 11 | 16
CCOC(=O)c1ccc(NC(=S)NCCc2ccccc2)cc1 | -1 | 10 | 1.2 | -5 | -4 | -3 | 4 | 19 | -2 | 9
COc1ccc(CNC(=O)N[C@@H](CC(C)C)C(=O)O)cc1OC | 3 | 12 | -0.2 | -3 | -1 | -2 | . | -31 | ? | 30
CCC(C)NC(=O)CC(C)C (stereo not drawn) | 0 | 10 | -0.1 | -13 | 13 | -5 | 2 | -11 | -4 | -1
Cc1cc(C(=O)CN2C(=O)NC3(CCCCC3)C2=O)c(C)n1Cc1ccco1 | -2 | -57 | 3.5 | -8 | 89* | 44 | 0 | -162 | 11 | -2
O=C(c1ccc(N2CCCC2)c([N+](=O)[O-])c1)N1CCN(CCO)CC1 | 3 | 2 | 0.0 | 4 | 12 | 0 | 2 | -1 | -2 | 18
Cc1cc(C)cc(-n2c(SCC(=O)NCc3ccco3)nc3ccccc3c2=O)c1 | -3 | . | . | -6 | . | . | 0 | 2 | . | .
CCC(=O)NC(/C=C/c1ccccc1)c1cc([N+](=O)[O-])c2cccnc2c1O (stereo not drawn) | 3 | -94 | 0.9 | -4 | 14 | 3 | 10 | -39 | 0 | 21
CCOC(=O)Cn1cc(C#N)c2ccccc21 | -2 | 12 | -0.6 | -13 | 0 | -3 | -5 | -5 | 1 | .
COc1ccc(Nc2cc(C(=O)NCc3cccnc3)c3ccccc3n2)c(OC)c1 | 2 | -18 | 0.4 | 0 | 24 | 6 | 0 | -36 | -14 | 19
Cc1cccc(C(=O)NC(C)C(c2cccs2)N2CCOCC2)c1 (stereo not drawn) | -6 | 3 | -0.3 | 4 | -20 | -2 | 1 | -4 | 6 | -2
Cc1[nH]nc2c1C(c1ccsc1)C(C#N)=C(N)O2 (stereo not drawn) | -3 | -3 | -2.8 | -3 | -33 | -21 | -5 | -31 | 12 | 36
COc1cc(NCCCCCCCN)c2ncccc2c1 | 80* | 1 | 0.1 | 11 | 6 | 10 | 6 | -13 | -3 | 18
COc1ccc(CNS(=O)(=O)c2cc(OCC(N)=O)c(C)cc2Cl)cc1 | -3 | 1 | 0.4 | -3 | -6 | 1 | 3 | -5 | 3 | 10
CCC(C)(C)NC(=O)C(c1cccs1)N(C(=O)c1ccn[nH]1)c1cccc(OC)c1 (stereo not drawn) | 1 | -14 | 0.1 | 0 | -3 | 5 | 0 | -11 | -1 | 5
COc1cc(OC)c(C2C(C(=O)Nc3ccc(C)cc3C)=C(C)Nc3ncnn32)cc1OC (stereo not drawn) | -1 | -23 | -0.3 | 2 | 12 | 4 | -2 | -12 | -7 | 19
COc1cccc(CNC(=O)C2CCN(S(=O)(=O)c3ccc(Br)s3)CC2)c1 | 2 | 4 | 0.4 | 2 | 13 | -5 | -6 | -10 | 14 | .
CCC(C)[C@H](NC(=O)N1CCC(C)CC1)C(=O)O (stereo partly drawn) | 2 | -18 | -0.3 | -1 | -3 | 2 | . | -9 | 6 | 10
N#CC(c1ccccc1)N(CCCCl)C(=O)c1ccc(Br)cc1 (stereo not drawn) | 0 | -18 | 0.0 | -1 | 5 | 2 | -1 | 7 | -1 | -2
Cc1ccc(OCCN(C)C(=O)C2CCC(=O)N(CCCN3CCOCC3)C2)cc1 (stereo not drawn) | -2 | -5 | 0.0 | -7 | 24 | 4 | -2 | -39 | 5 | 16
COc1ccccc1N1CCN(CC(=O)Nc2ccc(C)c(F)c2)CC1 | -1 | -14 | -0.3 | 8 | -39 | -29 | 6 | 9 | 8 | 1
COc1ccc(N(CC(=O)Nc2ccc(C)c(C)c2)C2=NC3CS(=O)(=O)CC3S2)cc1 (stereo not drawn) | 2 | 24 | 0.0 | -4 | 10 | 0 | . | 14 | -2 | 9
CCCC(=O)Nc1ccc(NC(=O)C23CC4CC(CC(C4)C2)C3)cn1 | -4 | -46 | 0.8 | 0 | -13 | 0 | -9 | -16 | . | 6
COc1ccc(NC(=O)Cn2nnc(-c3ccccc3F)n2)cc1Cl | 1 | 20 | 0.1 | -3 | 22 | -7 | 1 | 7 | -2 | 11
Cc1cc(O)ccc1N/C=C(\C#N)c1nc2ccccc2o1 | 4 | -141 | 0.0 | 5 | 12 | 16 | -9 | -20 | -2 | 14
COc1cccc(CSc2nc3nc(C)cc(C)n3n2)c1 | 4 | -2 | 1.2 | 5 | 8 | 4 | 0 | -71 | 5 | 14
Cc1cc(=O)c2n(Cc3ccccc3Cl)nc[n+]2[nH]1 | 1 | 12 | -0.9 | 2 | 91* | 54 | 1 | -18 | 0 | 20
COc1cc(-c2nnc(COC(=O)c3nn(CC(C)C)c(=O)c4ccccc34)o2)cc(OC)c1OC | . | 7 | 0.8 | . | -4 | 1 | 4 | . | 4 | 23
Cc1ccc(CSc2sc(C(=O)c3ccccc3)c(N)c2C#N)cc1 | -4 | 2 | -0.4 | -1 | 2 | 6 | . | -10 | 3 | 12
COc1ccccc1CN1CCNC(=O)C1CC(=O)NCc1c(C)n[nH]c1C (stereo not drawn) | -2 | 14 | 1.1 | -5 | -1 | 6 | -5 | -15 | 1 | 4
CCOC(=O)N1CCN(C(=O)c2cccn3c(=O)c4c5c(sc4nc23)CCCC5)CC1 | 0 | 7 | 0.0 | 2 | 4 | 3 | -1 | -18 | 3 | 3
COc1ccc(Cl)cc1S(=O)(=O)N1CCCC(C(=O)NCCc2ccccc2)C1 (stereo not drawn) | 0 | -8 | 0.7 | 6 | 23 | 0 | -2 | -21 | 18 | 4
CCCCn1c(N)c(N(CCOC)C(=O)c2ccco2)c(=O)[nH]c1=O | . | 5 | -0.3 | . | -7 | -5 | -1 | . | -14 | 26
O=C(Cn1nnc2ccccc2c1=O)N1CCOCC1 | 1 | -1 | -0.3 | -5 | 6 | 8 | 3 | -1 | -3 | 35
O=c1c2ccc([N+](=O)[O-])cc2ncn1CCOc1ccccc1 | 1 | -69 | 0.4 | 7 | 45 | 20 | 8 | -21 | -4 | 20
CCOC(=O)C(NC(C)=O)(Nc1ccc(F)cc1)C(F)(F)F (stereo not drawn) | 3 | -17 | 0.3 | 10 | -1 | -2 | 7 | -3 | -1 | 7
Cc1ccc(-c2nn(-c3ccccc3)cc2CN(Cc2ccccc2)C(=O)CCC(=O)O)o1 | -1 | 22 | 0.0 | 1 | 13 | 2 | -12 | -7 | 11 | 32
COc1cc(C(=O)OCC(=O)NC(=O)C2CCCCC2)ccc1OC(F)F | -1 | -14 | 0.1 | -7 | 14 | -1 | 2 | -12 | 10 | 17
COc1cc(/C=N/NC(=O)c2cc(-c3c(C)nn(-c4ccccc4)c3C)n[nH]2)ccc1O | -4 | -55 | 2.5 | -2 | 2 | -1 | ? | -12 | 39 | ?
COc1ccc(OCCCC(=O)Nc2ccc3c(c2)OCO3)cc1 | -3 | -5 | 0.8 | 2 | -19 | -5 | -3 | -22 | -2 | 30
Cc1ccc(OCC(=O)Nc2ccc(S(=O)(=O)Nc3cc(C)nc(C)n3)cc2)c(C)c1 | . | 5 | 0.0 | . | -2 | 0 | 8 | . | -3 | 53
COc1ccc(CNC(=O)CC(NC(N)=O)c2ccccc2Cl)cc1OC (stereo not drawn) | 1 | 17 | -0.3 | 4 | 12 | 3 | 5 | -28 | -3 | -5

3 of the entries above in order of the Platelet DG rel value, falling.
| canonical_smiles | Platelet DG rel |
| --- | --- |
| COc1cccc(CNC(=O)C2CCN(S(=O)(=O)c3ccc(Br)s3)CC2)c1 | 14 |
| CCOC(=O)Cn1cc(C#N)c2ccccc21 | 1 |
| O=C(/C=C/c1c(F)cccc1Cl)Nc1nn[nH]n1 | -2 |

Source: PubChem
